NALP1 inh – inhibitors of NALP1 inflammasome in yeast | S. cerevisiae NALP1/ASC/caspase-1 growth, X-gal OD620, 72 h | inhibition, % at 10 µM | actives 0.61% (n = 280,000) | AID 2071; in the data active means inhibition mostly above about 24%, no sharp cut-off; inactive means mostly below about 32%; further: some compounds called inactive have numbers as strong as hits
GalR3 antag – antagonists of human GalR3. O60755. HEK293 GalR3-CNG cAMP membrane potential fluorescence; galR3 body fused to GalR1 C-terminus. inhibition, % at 3 µM. actives 0.44% (n = 360,000). AID 651719;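 active means inhibition above the screen-wide average plus 3 SD, cut at about 13% in these data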;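 further: forskolin and galanin both at EC90 stimulate the cells; cAMP rise reported by CNG channel membrane potential dye signal; 0% = forskolin plus galanin with DMSO and 100% = forskolin alone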
PHOSPHO1 block – blocks human PHOSPHO1 phosphatase activity | Q8TCT1 | recombinant PHOSPHO1, absorbance phosphatase assay | inhibition, % at 13.3 µM | actives 1.1% (n = 290,000) | AID 1565; in the data active means inhibition above about 60%
GPR7 antagonist – blocks human GPR7 receptor signaling. actives 1.1% (n = 290,000). inhibition, % at 4.4 µM. P48145. GPR7-expressing cells, fluorescence antagonist assay; in the data active means inhibition above about 16%, passing the limit was not always enough;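 further: cells stimulated with the agonist NPW; 0% = agonist with vehicle and 100% = vehicle without agonist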
OXTR agonist – activates the human oxytocin receptor; P30559; CHO-OTR cells, Fluo-8 calcium fluorescence; normalized: DMSO 0%, oxytocin 100%; activation, % at 3 µM; actives 0.32% (n = 320,000); AID 2435;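 active means activation above the mean of all tested compounds plus 3 SD, cutoff set per screening run, cut at about 20% in these data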;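 further: peak over basal fluorescence ratio from a 100 s FLIPR kinetic read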
Target sequence (P30559 whole entry, looked up): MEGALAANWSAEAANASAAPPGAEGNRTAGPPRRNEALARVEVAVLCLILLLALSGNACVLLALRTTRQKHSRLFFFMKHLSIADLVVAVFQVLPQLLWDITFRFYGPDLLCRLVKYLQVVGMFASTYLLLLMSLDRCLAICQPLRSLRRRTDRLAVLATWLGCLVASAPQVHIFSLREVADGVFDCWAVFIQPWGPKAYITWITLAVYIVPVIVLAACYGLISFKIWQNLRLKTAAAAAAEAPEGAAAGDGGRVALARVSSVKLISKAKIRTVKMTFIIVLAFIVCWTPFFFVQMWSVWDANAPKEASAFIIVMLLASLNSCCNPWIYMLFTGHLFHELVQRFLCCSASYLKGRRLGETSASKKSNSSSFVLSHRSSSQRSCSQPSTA
MEKK2wt PB1 HTS – raises or lowers MEK5 binding to wildtype human MEKK2 PB1 domain. actives 1.1% (n = 290,000). Q9Y2U5. bead flow cytometry, Alexa488-MEK5 binding to MEKK2 WT; actives lie on both sides. binding response (% of control), % at 10 µM; in the data active means binding response below about 67% or above about 130%
V1aR counter – counter-screen for oxytocin receptor agonists: human V1a receptor agonists; P37288; CHO-V1R cells, Fluo-8 calcium fluorescence, agonist mode; 0% DMSO, 100% 3 nM vasopressin; activation, % at 3 µM; actives 0.25% (n = 320,000); AID 2797;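 active means activation above the mean activation of all tested compounds plus 3 SD, per screening run, cut at about 20% in these data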;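 further: signal is peak over basal fluorescence ratio across a 100 second FLIPR read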
MEKK2 mut-MEK5 – signal of MEK5 binding to mutant human MEKK2 PB1 domain. AID 1530. actives 0.35% (n = 290,000). bead flow cytometry, Alexa488-MEK5 binding to MEKK2 mutant. percent response, % at 10 µM; in the data active means percent response above about 24%, passing the limit was not always enough; further: inactives centre near 1; some results filed as inactive read as strong as hits; reference of the scale not given here
MEKK3 PB1 HTS – raises or lowers MEK5 binding to the human MEKK3 PB1 domain. Q99759. bead-based flow cytometry, Alexa488-MEK5 binding to MEKK3; actives lie on both sides; 0 = blocked by unlabeled MEK5, 100 = vehicle. binding response (% of control), % at 10 µM. actives 1.4% (n = 290,000). AID 1529;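 active means binding response more than 3 SD above or below the average of its plate-row segment, actives on both sides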;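 further: Alexa488 bead fluorescence after subtracting the streptavidin-only scavenger bead signal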
Target sequence (Q99759 whole entry, looked up, the tested form may be a part): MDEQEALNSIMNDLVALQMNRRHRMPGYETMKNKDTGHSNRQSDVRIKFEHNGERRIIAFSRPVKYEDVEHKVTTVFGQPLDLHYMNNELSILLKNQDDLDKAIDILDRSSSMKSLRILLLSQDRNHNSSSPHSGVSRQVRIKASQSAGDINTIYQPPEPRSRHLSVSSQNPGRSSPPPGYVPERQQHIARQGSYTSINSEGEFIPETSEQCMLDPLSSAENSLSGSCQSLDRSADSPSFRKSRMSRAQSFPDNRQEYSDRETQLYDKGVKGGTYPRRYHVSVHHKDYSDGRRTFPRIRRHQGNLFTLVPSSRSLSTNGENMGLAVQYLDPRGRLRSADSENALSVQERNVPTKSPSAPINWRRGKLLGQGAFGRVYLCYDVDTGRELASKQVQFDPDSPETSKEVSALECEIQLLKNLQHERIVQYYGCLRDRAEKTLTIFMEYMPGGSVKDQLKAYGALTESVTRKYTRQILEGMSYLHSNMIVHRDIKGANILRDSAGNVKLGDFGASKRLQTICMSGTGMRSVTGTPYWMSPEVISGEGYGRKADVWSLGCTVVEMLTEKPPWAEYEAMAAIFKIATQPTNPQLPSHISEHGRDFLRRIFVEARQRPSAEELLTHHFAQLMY
An asterisk follows results filed as active; · = not tested or not shown.

SMILES	NALP1 inh	GalR3 antag	PHOSPHO1 block	GPR7 antagonist	OXTR agonist	MEKK2wt PB1 HTS	V1aR counter	MEKK2 mut-MEK5	MEKK3 PB1 HTS
COc1ccc(S(=O)(=O)Cc2ccc(C(=O)N3CCN(c4ncccn4)CC3)o2)cc1	·	1	·	-13	-1.0	·	1.5	·	·
Nc1ccc(C(=O)OCC(=O)N2CCN(C(=O)c3ccco3)CC2)cc1[N+](=O)[O-]	9	4	-9	2	-0.2	105	1.7	0	134*
COc1cccc(CNC(=O)c2cc(S(=O)(=O)N3CCCC3)cn2C)c1	18	·	28	1	-0.1	99	2.1	1	98
Fc1cccc(C2CCCCN2Cc2nc(C3CC3)no2)c1 (configuration not stated)	7	-2	-15	-2	-1.7	89	-1.3	-9	97
CCOC(=O)CCn1c(=S)n(CCC(=O)OCC)c2ccccc21	·	4	-15	-9	-2.0	104	0.1	8	112
COC(=O)c1ccc(Oc2nc(NC(C)C)nc(SC)n2)cc1	-11	-2	-25	-9	1.8	107	-1.0	19	106
CCC(C)OC(=O)c1[nH]c2c(c1C)C(=O)CC(c1ccc(N(C)C)cc1)C2 (configuration not stated)	·	-3	6	2	0.3	97	1.8	2	101
CSc1nnc(NC(=O)c2cc(=O)c3cc(C)cc(C)c3o2)s1	12	-3	44	-1	1.1	84	2.1	-19	78
c1cncc(-c2nnc3n2CCC3)c1	10	-6	-16	6	0.8	97	1.9	5	101
Cc1cc(=O)[nH]c(-n2nc(C)cc2C)n1	9	2	4	-16	0.8	100	0.4	2	99
O=C(NCc1ccco1)c1cc(-c2ccccc2)c(N2CCOCC2)s1	11	-5	22	10	-2.0	109	-0.7	7	106
O=C1[C@@H]2[C@H](C(=O)N1O)[C@H]1C=C[C@@H]2C1	13	-1	14	-13	0.8	106	0.3	6	105
CCOC(=O)N1CCC(N(CCN(C)C)C(=S)Nc2ccc(F)c(Cl)c2)CC1	-10	-4	-16	-9	1.9	97	3.1	-6	101
O=C1CC(C(F)(F)C(F)(F)C(F)(F)F)=Nc2ccccc2N1	-3	1	-4	-4	-0.6	102	-0.8	-3	106
Cc1cccc(C)c1NC(=O)CSc1nc(C)c(CC(=O)c2ccc(Br)cc2)c(C)c1C#N	17	0	-18	-10	0.2	·	0.8	·	·
O=C(COc1cccc2c1CCN(Cc1ccccc1F)C2=O)N1CCOCC1	0	·	58	-3	0.7	97	1.1	-2	98
Cc1c(/C=N/NC(=O)c2sc3ccccc3c2Cl)cnn1C	-4	-5	39	-3	0.8	100	1.4	0	100
CCC(=O)Nc1ccc(-c2ccc(NC(=O)CC)c(OC)c2)cc1OC	-14	-7	57	-7	0.7	99	-0.3	0	104
O=C(N/N=C\c1cccs1)c1sccc1-n1cccc1	-23	-7	16	0	-1.1	82	-1.0	-14	89
O=C(COC(=O)/C=C/c1ccccc1[N+](=O)[O-])NC1CCS(=O)(=O)C1 (configuration not stated)	12	-1	53	-6	0.0	96	0.9	-3	103
O=C(Nc1ccc(F)cc1)Nc1nnc(-c2ccco2)s1	-7	-8	-18	-14	0.9	96	0.5	-2	95
CC(Sc1nnnn1C)C(=O)Nc1ccc2c(c1)OCCO2 (configuration not stated)	16	0	-7	-12	1.2	84	1.0	-13	94
CC(C)c1c(C(=O)N/N=C/c2ccccc2C(=O)O)nnn1-c1nonc1N	0	-9	7	13	-0.5	102	1.5	6	105
O=C(c1ccccn1)N(Cc1ccco1)C1(C(=O)NC2CCCCC2)CCCCC1	6	-6	6	12	4.5	106	-0.5	3	101
COc1ccc(OCc2cc(C(=O)N(C)CCC3CCOCC3)no2)c(Cl)c1	-7	1	12	12	-0.2	99	0.9	1	99
SMILES	NALP1 inh	GalR3 antag	PHOSPHO1 block	GPR7 antagonist	OXTR agonist	MEKK2wt PB1 HTS	V1aR counter	MEKK2 mut-MEK5	MEKK3 PB1 HTS
CCCC1CCc2c(sc(NC(=O)c3cccs3)c2C(N)=O)C1 (configuration not stated)	-8	-5	8	4	0.7	97	-0.5	-1	98
O=S(=O)(CCN1CCSCC1)c1ccccc1	-2	-6	4	-12	-0.3	97	1.3	0	98
CCCCN1C(N)=NC[C@@H]1c1ccccc1	·	-2	·	·	-0.5	103	-0.3	0	104
Cc1cccc(CN2CCc3c([nH]c4ccccc34)C2C(C)(C)C)n1 (configuration not stated)	15	-12	13	17	-0.5	97	0.4	-2	88
COc1ccc(CCNC(=O)Cn2cccc2C(=O)c2ccccc2C)cc1OC	26	1	-2	-7	-1.3	98	-0.8	-1	95
COc1ccccc1OCC(=O)N1CCNC1=O	15	7	-12	-6	-0.1	115	0.7	12	110
O=C(CN1NS(=O)(=O)c2ccccc2C1=O)Nc1ccccc1OC(F)F	4	-2	6	-4	-1.1	100	-0.8	1	100
C[C@]12CC[C@@H]3c4ccc(O)cc4CC[C@H]3[C@@H]1C[C@@H](O)[C@@H]2O[C@@H]1O[C@H](C(=O)O)[C@@H](O)[C@H](O)[C@H]1O	16	·	8	-6	0.2	93	-0.6	-5	91
C=CCOc1ccc(S(C)(=O)=O)cc1	19	-4	-12	-2	0.2	108	0.4	5	112
O=C(c1cc(Cl)cc(Cl)c1)N1CCC(=O)N(C(COCc2ccccc2)Cc2ccccc2)CC1 (configuration not stated)	18	-7	-14	-3	-1.6	98	0.2	-1	102
CC1Cc2nc(SCC(N)=O)n(Cc3ccccc3)c(=O)c2S1 (configuration not stated)	4	1	22	·	0.1	105	0.6	6	93
COc1ccc(C2C=C(C)Nc3nc(SC)nn32)cc1 (configuration not stated)	14	1	24	3	-2.3	·	-1.4	·	·
Cc1cc(C)n(CC(=O)N2CCc3ccccc32)c(=O)c1C#N	17	-9	37	-12	0.0	101	0.3	7	100
Cc1cc(NC(=O)CCC(=O)N(c2cccnc2)C(C(=O)NC2CCCC2)c2ccccc2)no1 (configuration not stated)	-8	-1	-2	6	-0.1	113	1.0	20	109
CSCC[C@H](NC(=O)Cc1c(C)c2c(cc(C)c3c(C)coc32)oc1=O)C(=O)O	7	-6	24	-8	·	104	·	7	103
COc1ccc(N=C2SC(CC(=O)Nc3ccccc3)C(=O)N2CCN2CCOCC2)cc1 (configuration not stated)	5	5	2	-4	0.3	107	0.4	2	98
N#Cc1nc(Cc2cccc3ccccc23)oc1NCc1ccco1	8	-7	16	-8	-0.2	97	-0.5	-2	103
CCOCCCNCc1ccc(OCc2ccccc2C)c(OC)c1	13	-6	6	-14	4.1	110	2.0	3	105
CCOC(=O)c1sc(NC(NC(=O)c2ccco2)(C(=O)OC)C(F)(F)F)nc1C (configuration not stated)	20	1	9	16	-1.4	95	-1.2	-3	94
O=C(CNC(=O)c1ccccc1O)N/N=C/c1cc(Br)ccc1OC(=O)/C=C/c1ccco1	-16	0	9	-12	0.0	108	-0.2	2	107
Cc1ccc(NC(=O)N2CCCC2C(=O)NCCC2=CCCCC2)cc1 (configuration not stated)	5	-5	1	7	-2.2	99	-1.8	-2	97
Cc1cc(=O)n2[nH]c(C)c(-c3ccc(Cl)cc3)c2n1	0	-1	10	-4	-0.3	86	-0.8	2	99
C[C@H](NC(=O)[C@@H]1CSC2c3ccccc3C(=O)N21)C(=O)NCCc1ccccc1 (some centres not stated)	23	1	24	18	-0.6	106	0.2	-2	99
O=C(CN(Cc1ccccc1Cl)S(=O)(=O)c1ccc(Cl)cc1)N/N=C/c1ccc(C(=O)O)cc1	9	1	12	-3	·	99	·	3	104
O=C(c1ccccc1)N1CCCCC(Sc2nnnn2-c2ccccc2)C1=O (configuration not stated)	12	-2	-5	-1	-1.1	100	4.0	3	105

Part of the list above, as comma-separated lines:
SMILES,NALP1 inh,GalR3 antag,PHOSPHO1 block,GPR7 antagonist,OXTR agonist,MEKK2wt PB1 HTS,V1aR counter,MEKK2 mut-MEK5,MEKK3 PB1 HTS
Cc1cc(C)n(CC(=O)N2CCc3ccccc32)c(=O)c1C#N,17,-9,37,-12,0.0,101,0.3,7,100
Cc1cc(NC(=O)CCC(=O)N(c2cccnc2)C(C(=O)NC2CCCC2)c2ccccc2)no1 (configuration not stated),-8,-1,-2,6,-0.1,113,1.0,20,109
CSCC[C@H](NC(=O)Cc1c(C)c2c(cc(C)c3c(C)coc32)oc1=O)C(=O)O,7,-6,24,-8,·,104,·,7,103
COc1ccc(N=C2SC(CC(=O)Nc3ccccc3)C(=O)N2CCN2CCOCC2)cc1 (configuration not stated),5,5,2,-4,0.3,107,0.4,2,98
N#Cc1nc(Cc2cccc3ccccc23)oc1NCc1ccco1,8,-7,16,-8,-0.2,97,-0.5,-2,103
CCOCCCNCc1ccc(OCc2ccccc2C)c(OC)c1,13,-6,6,-14,4.1,110,2.0,3,105
CCOC(=O)c1sc(NC(NC(=O)c2ccco2)(C(=O)OC)C(F)(F)F)nc1C (configuration not stated),20,1,9,16,-1.4,95,-1.2,-3,94
O=C(CNC(=O)c1ccccc1O)N/N=C/c1cc(Br)ccc1OC(=O)/C=C/c1ccco1,-16,0,9,-12,0.0,108,-0.2,2,107
Cc1ccc(NC(=O)N2CCCC2C(=O)NCCC2=CCCCC2)cc1 (configuration not stated),5,-5,1,7,-2.2,99,-1.8,-2,97
Cc1cc(=O)n2[nH]c(C)c(-c3ccc(Cl)cc3)c2n1,0,-1,10,-4,-0.3,86,-0.8,2,99
C[C@H](NC(=O)[C@@H]1CSC2c3ccccc3C(=O)N21)C(=O)NCCc1ccccc1 (some centres not stated),23,1,24,18,-0.6,106,0.2,-2,99
O=C(CN(Cc1ccccc1Cl)S(=O)(=O)c1ccc(Cl)cc1)N/N=C/c1ccc(C(=O)O)cc1,9,1,12,-3,·,99,·,3,104
O=C(c1ccccc1)N1CCCCC(Sc2nnnn2-c2ccccc2)C1=O (configuration not stated),12,-2,-5,-1,-1.1,100,4.0,3,105

(further entries)
SMILES	NALP1 inh	GalR3 antag	PHOSPHO1 block	GPR7 antagonist	OXTR agonist	MEKK2wt PB1 HTS	V1aR counter	MEKK2 mut-MEK5	MEKK3 PB1 HTS
Cc1noc(C)c1COc1ccc(C(=O)OCC(=O)Nc2ccc3ccccc3c2)cc1	41	-5	19	4	3.1	94	1.5	-1	97
CCCCNC(=O)NNC(=O)C1CC1(c1ccccc1)c1ccccc1 (configuration not stated)	5	-11	22	4	-0.5	112	1.6	7	111
Cc1ccn(Cc2n[nH]c(=S)n2Cc2ccccc2)n1	-7	-2	78*	-3	0.8	110	0.5	10	105
CCCCNC(=O)CN1C(=O)NC2(CCCc3ccccc32)C1=O (configuration not stated)	0	-6	13	2	-0.3	99	-0.2	13	98
CCOC(=O)c1c(-c2ccccc2)oc2cc(Br)c(O)cc12	8	-9	35	-19	·	94	·	1	92
Cc1ccc(S(=O)(=O)N[C@H](C(=O)N2CCC(C(=O)N[C@H](C(=O)O)c3ccccc3)CC2)C(C)C)cc1	10	-5	29	-6	-0.6	96	0.6	-4	94
COCCn1c(CCc2ccccc2)n[nH]c1=S	-10	0	-113	6	1.4	93	-0.1	-8	98
CCOc1ccc2c(c1)C(c1ccc(C)cc1)=NNC(c1ccc(OC)cc1)=N2	-18	-7	3	18	-1.7	95	-1.2	-3	98
COC(=O)c1ccc(C2/C(=C(/O)c3ccc4c(c3)CC(C)O4)C(=O)C(=O)N2Cc2ccncc2)cc1 (configuration not stated)	17	6	33	-4	0.2	102	0.9	1	105
O=C(COc1ccc(C(=S)N2CCOCC2)cc1)Nc1ccccc1C(F)(F)F	-2	7	-10	-6	2.6	102	1.8	0	101
COc1cccc(C(=O)/C=C/Nc2ccc(S(=O)(=O)Nc3cnc4ccccc4n3)cc2)c1	6	-1	-11	-4	-1.0	109	-0.2	11	101

Compound activity as filed in PubChem BioAssay.

Rows were taken by chance. Share with any hit: about 5.4%.
